Screening data from PubChem BioAssay.
LGR2 inh: inhibitors of bursicon-induced Drosophila LGR2 receptor cAMP signaling; hit rate 0.35% among 380,000; HEK293 LGR2, CRE-luciferase, bursicon-stimulated, 4 h; inhibition, % at 9.99 µM;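 active means drop in luminescence signal, shown as inhibition above about 50% in the replicate tests, limit read from the data, passing the limit was not always enough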;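 further: agonist challenge used bursicon conditioned medium at about half maximal strength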
EWS-Fli inh: blocks EWS/Fli oncoprotein-driven transcription. hit rate 0.67% among 350,000. AID 651661. A673 NR0B1-luciferase reporter, viability-normalised. inhibition, % at 12.6 µM;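 active means mean inhibition of at least 50% after viability correction, with every replicate also passing that limit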;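 further: firefly luciferase signal divided by Alamar Blue viability fluorescence both relative to DMSO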
FN deposition inh: fibronectin deposition inhibition. AH1F fibroblasts, Alexa488-fibronectin deposition fluorescence, overnight. inhibition, % at 12.6 µM. hit rate 0.086% among 350,000. AID 743247;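 active means mean inhibition across replicates of 30% or more, regardless of how many single replicates reach that level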;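 further: positive control wells lacked labelled fibronectin entirely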
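Assay system: AH1F fibroblasts / Quantity: 10000 cells per well / Medium: DMEM plus 2% serum, read in PBS / Reagent: labelled fibronectin 24 nM / Dosing: single dose, pinned / Times: 1 h cell attachment, overnight exposure to compound and label / Signal: fluorescence, ex 485 nm, em 525 nm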
PAX8 inh HTS: lowers PAX8-driven luciferase in RMG-I cells | hit rate 1.2% among 360,000 | RMG-I TPO-luciferase reporter, SteadyGlo, 24 h | AID 652154 | inhibition, % at 12.6 µM;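 active means mean replicate inhibition at least 60% with every replicate also reaching 60%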;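 further: luciferase light reporting Pax8 driven TPO promoter activity; plate controls were median of neutral control wells for no effect and mitoxantrone controls for full effect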
S100A4 inh HTS: S100A4-myosin IIA interaction inhibition. P26447. S100A4/TAMRA-MyoIIA peptide fluorescence polarization. inhibition, % at 10.7 µM. hit rate 0.14% among 360,000. AID 652163;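 active means mean inhibition of at least 70% across replicates, with every replicate also reaching that level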
Target sequence (P26447 whole entry, looked up): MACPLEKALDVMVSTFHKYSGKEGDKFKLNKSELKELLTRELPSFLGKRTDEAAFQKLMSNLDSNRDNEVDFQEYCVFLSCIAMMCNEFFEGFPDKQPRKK
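Test system – S100A4 monomer (human) · Compound – single-point compound testing · Schedule – 5 min incubation before reading · Probe or stimulus – TAMRA-labelled myosin IIA heavy-chain peptide probe, 5 nM · Benchmarks – neutral control DMSO, positive control TFP · Medium – Calcium-containing HEPES buffer, pH 7.2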
PglD DTNB: inhibitors of Campylobacter jejuni PglD acetyltransferase | inhibition, % at 12.5 µM | purified PglD enzyme, DTNB colorimetric CoA detection | hit rate 0.098% among 360,000; in the data active means inhibition above about 16%, passing the limit was not always enough; further: strong numbers were not always called active
PGC1a acetyl inh: modulators of PGC1a acetylation; U2OS PGC1a acetylation, AlphaScreen anti-acetyl-lysine; with virally co-expressed GCN5 acetyltransferase; AID 651687; hit rate 0.17% among 350,000; inhibition, % at 15.6 µM;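 active means every replicate shows inhibition of at least 40%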;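 further: 0% = neutral control wells and 100% = positive control wells; some results beyond the cut were filed as inactive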
ERAP1 HTS inh: ERAP1 (human) enzyme inhibition; inhibition, % at 10.7 µM; Q9NZ08; hit rate 0.15% among 340,000; recombinant ERAP1, Leu-AMC fluorescence, 60 min; AID 652197;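 active means mean replicate inhibition of at least 30%, or all replicates individually reaching that 30% level; inactive means mean below 30% and not every replicate reaching it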;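 further: 0% = neutral control wells and 100% = L-leucinethiol positive control wells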
Numbers without * were called inactive; x = no result given. An unsorted share of the library; overall some 2.1% were active at least once.

SMILES	LGR2 inh	EWS-Fli inh	FN deposition inh	PAX8 inh HTS	S100A4 inh HTS	PglD DTNB	PGC1a acetyl inh	ERAP1 HTS inh
COc1ccc(C(=O)N/N=C/c2c[nH]c3ccccc23)cc1	-50	-43	3	-37	-4	1	10	-3
COCCCn1c(=S)[nH]c2ccc(N3CCOCC3)cc2c1=O	x	x	-3	3	x	2	9	x
COc1ccc(CN2C(=O)C(CC(=O)NCCN3CCOCC3)CC(C(=O)N(C(C)C)C(C)C)=C2C)cc1 (centres undefined)	4	-6	-2	-6	-1	2	0	x
NS(=O)(=O)c1ccc(NC(=O)COC(=O)C23CC4CC(CC(C4)C2)C3)cc1	-3	-6	1	26	3	x	x	-2
COc1ccccc1OCC(=O)OCC(=O)Nc1sccc1C(N)=O	3	4	11	11	5	x	x	0
Nc1[nH]c(C(=O)c2ccccc2)c(-c2ccc(Br)cc2)c1C(=O)NC1CC1	-6	-11	-10	-30	-5	x	x	0
CCOc1ccc(N2CC(C(=O)Nc3nnc(C4CCCCC4)s3)CC2=O)cc1 (centres undefined)	-4	-9	-3	-17	-10	-5	x	1
O=C1CN(C(=O)/C=C/c2cc(Br)ccc2F)CCN1	12	-2	3	0	-2	-3	x	0
O=C(CNC(=O)c1cccc(Cl)c1)NCC(c1cccs1)N1CCOCC1 (centres undefined)	9	-5	-3	-7	-7	-5	-9	0
COc1ccccc1CCNC(=O)CCn1c(=O)oc2ccccc21	-13	-9	-6	0	10	-2	-2	5
COc1ccc(CNC(=O)c2ccc(CS(=O)(=O)Cc3ccccc3F)o2)cc1	-4	10	-2	-1	-2	3	2	-2
O=C1CCCC2=C1C(c1ccc(Cl)cc1)C1C(=O)c3ccccc3C1=N2 (centres undefined)	10	x	1	x	x	2	-47	x
COc1ccc(C(=O)N2CCC(O)(c3ccc(F)cc3)CC2)cc1OC	x	x	6	0	x	6	-26	x
CNC[C@@H]1OCCCC[C@H](C)Oc2ccc(NS(=O)(=O)c3cccs3)cc2C(=O)N([C@@H](C)CO)C[C@H]1C	4	x	x	-7	-5	2	-12	0
CCOc1ccccc1NC(=O)C1CCCN(S(=O)(=O)c2ccccc2)C1 (centres undefined)	-2	15	-4	2	1	0	x	-4
CN(Cc1cnccn1)Cc1c(C(=O)N2CCc3ccccc3C2)nc2ccc(Cl)cn12	22	7	-22	19	-6	0	x	-6
O=C(COc1ccc(F)cc1)NNC(=O)c1cc2ccccc2oc1=O	8	-5	4	-8	-5	-10	6	2
CCCn1c(/C=C/c2ccco2)nc2ccccc21	x	-17	6	-12	-14	x	x	-1
CCC(=O)Nc1ccc2c(c1)C(=O)N(C)[C@@H]1CC[C@@H](CC(=O)NC3Cc4ccccc4C3)O[C@H]1CO2	11	5	-6	0	-1	1	-2	0
CN(CC(=O)Nc1cccc(F)c1)C(=O)CSc1ccccc1F	7	3	3	-5	-6	1	x	1

Reprinted at random: seven records from the list.
SMILES	LGR2 inh	EWS-Fli inh	FN deposition inh	PAX8 inh HTS	S100A4 inh HTS	PglD DTNB	PGC1a acetyl inh	ERAP1 HTS inh
COc1ccc(C(=O)N2CCC(O)(c3ccc(F)cc3)CC2)cc1OC	x	x	6	0	x	6	-26	x
CCC(=O)Nc1ccc2c(c1)C(=O)N(C)[C@@H]1CC[C@@H](CC(=O)NC3Cc4ccccc4C3)O[C@H]1CO2	11	5	-6	0	-1	1	-2	0
CN(Cc1cnccn1)Cc1c(C(=O)N2CCc3ccccc3C2)nc2ccc(Cl)cn12	22	7	-22	19	-6	0	x	-6
CNC[C@@H]1OCCCC[C@H](C)Oc2ccc(NS(=O)(=O)c3cccs3)cc2C(=O)N([C@@H](C)CO)C[C@H]1C	4	x	x	-7	-5	2	-12	0
O=C1CCCC2=C1C(c1ccc(Cl)cc1)C1C(=O)c3ccccc3C1=N2 (centres undefined)	10	x	1	x	x	2	-47	x
CCCn1c(/C=C/c2ccco2)nc2ccccc21	x	-17	6	-12	-14	x	x	-1
O=C(COc1ccc(F)cc1)NNC(=O)c1cc2ccccc2oc1=O	8	-5	4	-8	-5	-10	6	2

Continuation.
SMILES	LGR2 inh	EWS-Fli inh	FN deposition inh	PAX8 inh HTS	S100A4 inh HTS	PglD DTNB	PGC1a acetyl inh	ERAP1 HTS inh
C=CCOc1c(Br)cc(CNc2nccs2)cc1OC	x	x	4	1	x	-4	-2	x
C[C@@H]1CCCCO[C@H](CN(C)Cc2ccc3c(c2)OCO3)[C@@H](C)CN([C@H](C)CO)C(=O)c2cc(NS(=O)(=O)c3cn(C)cn3)ccc2O1	0	3	0	8	x	2	5	x
CNC[C@H]1Oc2ncc(C#CCC3CCCC3)cc2C(=O)N([C@H](C)CO)C[C@H]1C	-1	4	x	x	-8	0	4	1
C[C@H]1CN([C@@H](C)CO)C(=O)c2cccc(NC(=O)CCCCCC(=O)Nc3ccccc3N)c2O[C@H]1CN(C)Cc1ccc(-c2ccccc2)cc1	-40	-6	x	-5	0	x	-4	-1
C[C@@H]1CN([C@H](C)CO)C(=O)c2cc(NC(=O)Nc3ccc(C(F)(F)F)cc3)ccc2O[C@@H](C)CCCCO[C@H]1CN(C)C(=O)Nc1ccc(C(F)(F)F)cc1	12	3	-11	96*	x	-2	-9	x
CCCSc1nnc(N2C(=O)C(O)=C(C(=O)c3ccco3)C2c2ccccc2F)s1 (centres undefined)	6	x	-3	2	-15	-9	x	7
COCOc1ccc(-c2ncc(OC)nc2NC(=O)c2ccsc2)cc1	11	-25	6	13	-2	10	3	11
CC(C)NC(=O)N(C)C[C@H]1Oc2c(NS(=O)(=O)c3ccccc3)cccc2C(=O)N([C@@H](C)CO)C[C@@H]1C	-17	-4	-18	5	-4	4	2	2
COc1ccc(NC(=O)N[C@@H]2CC[C@H](CCNS(=O)(=O)c3ccccc3F)O[C@H]2CO)cc1	-3	-4	-3	-2	14	-2	-12	0
S=C(c1ccc(N2CCCC2)c(Br)c1)N1CCCCC1	-12	-29	0	4	-4	2	5	-2
Cc1ccccc1N1CCN(S(=O)(=O)N(C)C)CC1	-19	-1	-3	0	5	x	-10	0
Cc1ccc(CCNC(=O)C2CCCN(S(=O)(=O)c3cccc4nsnc34)C2)cc1 (centres undefined)	x	x	0	21	x	-4	-2	x
O=C(COc1ccccc1)NCc1ccco1	x	-9	x	-9	-5	0	-12	-8
CCOC(=O)Cn1nc(NC(=O)c2ccc3c(c2)OCO3)cc1C	-7	-82	2	-56	-3	1	-4	1
C[C@H]1CCCCO[C@H](CN(C)S(=O)(=O)c2ccccc2)[C@@H](C)CN([C@@H](C)CO)C(=O)c2cc(NC(=O)Nc3ccc(C(F)(F)F)cc3)ccc2O1	6	3	-13	68*	-6	1	5	2
C[C@H]1CN([C@@H](C)CO)S(=O)(=O)c2ccc(Br)cc2O[C@@H]1CN(C)S(C)(=O)=O	5	9	-22	x	2	0	-5	-2
COC(=O)C(Cc1ccccc1)NCC(=O)Nc1cccc(Cl)c1C (centres undefined)	-11	10	5	12	-2	0	x	1
OCC1(CC2CCCCO2)CCN(Cc2nc3ccccc3[nH]2)CC1 (centres undefined)	-25	-4	8	14	15	-3	x	-1
COc1ccc2c3c([nH]c2c1)[C@@H](CO)N(Cc1ccncc1)CC31CN(C(=O)CN(C)C)C1	-13	5	-8	-3	-7	x	10	1
Cc1ccc(S(=O)(=O)CCC(=O)Nc2ccc(F)cc2)cc1	-16	-3	3	6	-7	x	-2	-1
C=CCSc1nc2sc3c(c2c(=O)n1-c1ccc(C)cc1)CCN(C)C3	3	-4	12	19	-8	-6	-1	-2
CC(C)NC(=O)Nc1ccc2c(c1)C(=O)N(C)[C@@H]1CC[C@@H](CC(=O)Nc3ccccc3)O[C@H]1CO2	-1	-9	3	9	0	3	-5	1
CC(=O)c1ccc2c3c(cccc13)C(=O)N(CCc1ccccc1)C2=O	-47	-89	4	-55	0	-1	3	6
Cc1nnc(N/N=C/c2ccccc2O)n1N	-7	2	21	50	-1	x	x	4
O=c1c(/C=N/N2CCOCC2)c(C(F)(F)F)[nH]n1-c1ccccc1	2	-2	-7	1	-6	-2	x	0
COc1ccccc1NC(=O)Cn1cnc2sc(C(=O)Nc3ccc(OC)c(OC)c3)c(C)c2c1=O	-9	1	0	2	-6	-3	-1	0
C/C(CC(=O)c1ccccc1)=N\NC(=O)CC#N	21	4	-6	0	0	x	-2	3
COc1c(S(=O)(=O)NCCCN2CCOCC2)ccc(Cl)c1Cl	8	-2	-5	-4	4	2	-13	x
O=C(NCc1ccc(Cl)cc1)C1CCN(S(=O)(=O)c2ccc(F)cc2)CC1	31	2	-11	-3	3	6	-6	0
CCN1CCN(c2nc3ccccc3n3cnnc23)CC1	-11	-19	-7	-16	6	x	x	0
COC(=O)/C=C/C(=O)N1CCN(c2ccccc2C)CC1	6	2	-4	25	-2	0	2	-5
CCc1nc2ccc(C(=O)NCCc3c[nH]c4ccccc34)cn2c1N(C)CCCc1ccccc1	13	27	9	43	-1	3	-7	-5
C[C@@H]1CN([C@H](C)CO)S(=O)(=O)c2ccc(-c3ccc(C#N)cc3)cc2O[C@H]1CN(C)C	17	6	x	x	-10	1	-12	-2
C[C@H]1COC(=O)[C@H](CC(=O)OC(C)(C)C)C/C=C\C[C@@H](CC(=O)N[C@@H](CO)Cc2ccccc2)C(=O)N1	2	6	-3	-23	1	-3	x	-5
COc1c(Cl)cc(Cl)cc1/C=N/n1cnnc1	x	x	-3	1	x	-1	5	x
COc1ccc(NC(=O)CCNC(C)=O)cc1NS(=O)(=O)c1ccc(F)cc1	x	x	14	-1	x	4	2	x
CCCS(=O)(=O)NC(=O)C1(C)CCN(C(=O)c2c(-c3ccccc3)noc2C)C1 (centres undefined)	1	-3	2	-11	10	-7	-5	-1
COc1ccc(C2CC(c3ccccc3)=NN2C(=O)CCC(=O)O)cc1 (centres undefined)	-7	-7	2	-2	2	0	-4	0
COc1cc(CN2CC3(CCN(C(=O)Nc4c(C)noc4C)CC3)c3c(n(C)c4cc(OC)ccc34)[C@@H]2CO)cc(OC)c1	19	8	2	x	2	x	-1	-5
COc1cccc(CN(C)C[C@H]2OCc3ccccc3-c3c(n(C)c4ccccc34)C(=O)N([C@@H](C)CO)C[C@@H]2C)c1	33	4	-5	11	31	x	x	-5
COc1ccccc1CNC(=O)COC(=O)c1ncc(Cl)c(Cl)c1Cl	17	0	-2	-1	2	-3	-8	4
CCCCc1c(-c2ccccc2OC)ncn1C1CCCCC1	-5	10	-2	-13	11	x	x	7
